STEP inh: inhibitors of human striatal-enriched phosphatase STEP; inhibition, % at 20 µM; AID 588621; recombinant STEP, OMFP fluorogenic substrate, fluorescence; P54829; 0.25% of 360,000 active;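 active means inhibition at 20 µM, scaled per plate between control wells, above about 37%, limit read from the data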;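 further: 0% = DMSO with enzyme and substrate and 100% = substrate only without enzyme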
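material = STEP tyrosine phosphatase | reagent = fluorogenic phosphatase substrate OMFP at 25 µM final | doses = single compound dose of 20 µM, 1% DMSO final | schedule = 20 min reaction, room temperature, in the dark | measured by = fluorescence, 480/540 nm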
bovine MsrA act: bovine methionine sulfoxide reductase A activation; activation, % at 10.6 µM; 0.3% of 360,000 active; purified bovine MsrA, absorbance read-out; in the data active means activation above about 7.5%;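 further: 0% = vehicle and 100% = reference activator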
NRP1-CendR mod: alters CendR peptide binding to human NRP-1. O14786. FAM-RPARPAR peptide binding to NRP-1, fluorescence polarization. inhibition, % at 25 µM. 0.85% of 360,000 active;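 active means inhibition or corrected inhibition above about 18%, plus a signal ratio from 0.5 to 1.5, limit read from the data, passing the limit was not always enough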; further: strong numbers were not always called active
MsrA inh: inhibitors of bovine MsrA; purified bovine MsrA, absorbance read-out; inhibition, % at 15.5 µM; 0.75% of 360,000 active; AID 651718; in the data active means inhibition above about 4.5%;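 further: 0% = vehicle wells with enzyme and 100% = reference inhibitor wells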
Scp-1 inhibitor: inhibitors of human Scp-1 phosphatase. Q9GZU7. Recombinant Scp1, phosphopeptide, malachite green phosphate absorbance. inhibition, % at 20 µM. 0.88% of 340,000 active. AID 493091;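 active means inhibition above about 50% at 20 µM, limit read from the data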;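 further: plate controls were DMSO wells with enzyme for no effect and wells lacking enzyme for full effect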
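Assay system: SCP-1 catalytic fragment, aa 76-261 | Buffer or medium: Tris acetate buffer pH 5.5 with MgCl2 and Tween-20 | Compound: One concentration, 20 µM, with 1.0% DMSO | Also added: Phospho 17-mer peptide substrate | Signal: Absorbance at 630 nm | Incubation: 45 min enzyme reaction at room temperature | Measure: % inhibition of SCP-1 phosphate liberation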
E coli Lon inh: inhibitors of E. coli Lon protease; P0A9M0; purified E. coli Lon protease, fluorescence polarization; inhibition, % at 7.94 µM; 0.42% of 360,000 active; in the data active means inhibition above about 13%, passing the limit was not always enough;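 further: 0% = enzyme with probe and DMSO and 100% = no enzyme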
Target sequence (P0A9M0 whole entry, looked up): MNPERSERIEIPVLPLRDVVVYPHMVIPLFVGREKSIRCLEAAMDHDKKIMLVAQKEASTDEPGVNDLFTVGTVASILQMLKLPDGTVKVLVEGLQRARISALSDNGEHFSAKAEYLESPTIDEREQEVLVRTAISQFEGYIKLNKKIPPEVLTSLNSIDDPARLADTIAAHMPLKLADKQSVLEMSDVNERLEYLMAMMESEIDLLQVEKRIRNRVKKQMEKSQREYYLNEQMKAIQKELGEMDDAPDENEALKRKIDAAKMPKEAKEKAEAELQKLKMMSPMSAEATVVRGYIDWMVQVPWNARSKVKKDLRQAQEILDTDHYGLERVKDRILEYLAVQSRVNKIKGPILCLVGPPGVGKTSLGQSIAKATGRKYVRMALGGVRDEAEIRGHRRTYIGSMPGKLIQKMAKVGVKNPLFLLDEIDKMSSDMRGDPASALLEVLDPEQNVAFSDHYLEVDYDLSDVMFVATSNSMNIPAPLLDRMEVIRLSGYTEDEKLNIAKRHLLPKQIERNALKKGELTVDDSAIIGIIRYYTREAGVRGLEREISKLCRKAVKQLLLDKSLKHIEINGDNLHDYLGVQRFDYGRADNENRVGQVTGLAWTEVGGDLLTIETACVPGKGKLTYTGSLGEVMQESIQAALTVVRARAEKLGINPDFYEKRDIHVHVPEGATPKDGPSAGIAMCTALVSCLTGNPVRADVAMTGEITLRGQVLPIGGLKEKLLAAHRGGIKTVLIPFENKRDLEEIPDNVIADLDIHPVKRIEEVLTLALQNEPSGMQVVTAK
DNMT1 block: blocks human DNA methyltransferase DNMT1; DNMT1 molecular beacon, Hinp1I cleavage, fluorescence; inhibition (reported as % activation of signal), % at 10 µM; 0.83% of 360,000 active; in the data active means inhibition above about 50%
SUMO1-SIM PPI: SUMO1-SIM interaction modulation. P63165. SUMO1 binding to a labelled peptide, TR-FRET, 1 h. inhibition, % at 20 µM. 0.33% of 360,000 active. AID 602429; in the data active means inhibition above about 37%
Target sequence (P63165 whole entry, looked up): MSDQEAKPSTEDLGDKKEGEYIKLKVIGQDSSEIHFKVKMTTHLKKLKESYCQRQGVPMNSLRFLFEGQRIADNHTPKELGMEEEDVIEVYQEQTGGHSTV
TbMetRS inhib: blocks T. brucei methionyl-tRNA synthetase activity; purified T. brucei MetRS, ATP depletion, Kinase-Glo luminescence; inhibition, % at 11.9 µM; 0.4% of 360,000 active; AID 624268;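 active means inhibition above a per-plate cutoff of the control wells' mean inhibition plus 3 SD, cut at about 5.5% in these data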;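 further: 0% = DMSO wells median and 100% = median of wells with control inhibitor compound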
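Dosing: 11.9 µM compound single dose, 0.9% DMSO; Assay system: purified T. brucei MetRS enzyme; Measured by: Kinase-Glo luciferase luminescence reporting remaining unconsumed ATP; Schedule: 15 min plus 2 h at 25 °C.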
LMPTP inh: LMPTP (human) inhibition. P24666. recombinant LMPTP-A, OMFP fluorogenic substrate, fluorescence intensity. inhibition, % at 20 µM. 0.22% of 360,000 active. AID 651560;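 active means compounds that cut the enzyme signal by at least half of the control window in the single-dose screen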;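 further: plate controls were DMSO wells with enzyme plus substrate for no effect and substrate without enzyme for full effect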
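Buffer or medium: Bis-Tris pH 6.0, DTT, detergent; Assay system: LMPTP-A enzyme; Quantity: 0.625 nM enzyme; Detection: endpoint fluorescence intensity; Times: 50 min dark incubation at room temperature; Controls: substrate-only low control, DMSO enzyme-plus-substrate high control; Doses: single 20 µM dose; Read-out: percent inhibition versus substrate-only and uninhibited controls; Reagent: 400 µM OMFP.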
* marks the source's active call; other numbers are inactive results.

item | molecule | DNMT1 block | bovine MsrA act | MsrA inh | E coli Lon inh | LMPTP inh
1 | CCc1ccc2c(c1)cc(CN(C(=S)Nc1ccccc1Cl)C1CC1)c1nnnn12 | 13 | -1 | 0.0 | 14 | -0.5
2 | CN(C)c1ccc(P(=O)(OCc2ccccc2)C(O)c2ccc(Br)cc2)cc1 (stereo unspecified) | 7 | -2 | -0.6 | 8 | 1.1
3 | CCOc1c(OC)cccc1C1CC(=O)Nc2cc(OC)c(OC)cc21 (stereo unspecified) | 0 | 0 | -0.1 | 10 | -0.8
4 | Nc1nonc1-n1nnc(C(=O)N/N=C/c2cccc(F)c2)c1CN1CCCCCC1 | 24 | -4 | -0.3 | -1 | -0.2
5 | Cc1cccc(C(=O)Nc2cc(S(=O)(=O)N3CCOCC3)ccc2N2CCCC2)c1 | -3 | -3 | 0.3 | -3 | 0.6
6 | O=C(Nc1cccc(S(=O)(=O)N2CCOCC2)c1)c1cccc(S(=O)(=O)N2CCCCC2)c1 | 0 | 1 | 1.1 | 2 | 0.8
7 | Cc1cc(C)cc(C(=O)NCC(=O)NCCc2c[nH]c3ccccc23)c1 | -6 | -2 | 0.1 | 16 | 0.3
8 | COc1cc(C(=O)O)cc(NC(=O)c2ccco2)c1OC | 1 | -3 | 0.6 | 2 | -2.4
9 | Cc1ccnc(SCC(=O)N2CCN(C(c3ccccc3)c3ccccc3)CC2)n1 | -3 | -2 | 0.3 | 3 | -0.2
10 | O=C(NCCc1ccccc1)C1CCCN1S(=O)(=O)c1cccc2nsnc12 (stereo unspecified) | 1 | -2 | 1.9 | -11 | -0.6
11 | CCOC(=O)C[C@H]1c2ccc(C(F)(F)F)cc2S(=O)(=O)N1C1CCCC1 | 1 | -1 | -0.5 | -6 | -0.8
12 | COc1ccc(N=Cc2ccc[nH]2)cc1 | 5 | -12 | 1.4 | 3 | -0.6

item | TbMetRS inhib | SUMO1-SIM PPI | NRP1-CendR mod | Scp-1 inhibitor | STEP inh
1 | -0.4 | -3 | 6 | -11 | 4
2 | -0.5 | 5 | -18 | -11 | -1
3 | -0.3 | -3 | 2 | -10 | -2
4 | -0.5 | 0 | -17 | -4 | 0
5 | 0.3 | 0 | 2 | -7 | 0
6 | -0.3 | 2 | 6 | -3 | -1
7 | -0.5 | 1 | 6 | -1 | -2
8 | 0.0 | 4 | 11 | 3 | 2
9 | 0.3 | 28 | 3 | -11 | -8
10 | 0.5 | -28 | -6 | -2 | 1
11 | -0.4 | 3 | 8 | -8 | 2
12 | -0.2 | 0 | -1 | 10 | -1

Nine consecutive entries from above:
item | molecule | DNMT1 block | bovine MsrA act | MsrA inh | E coli Lon inh | LMPTP inh
4 | Nc1nonc1-n1nnc(C(=O)N/N=C/c2cccc(F)c2)c1CN1CCCCCC1 | 24 | -4 | -0.3 | -1 | -0.2
5 | Cc1cccc(C(=O)Nc2cc(S(=O)(=O)N3CCOCC3)ccc2N2CCCC2)c1 | -3 | -3 | 0.3 | -3 | 0.6
6 | O=C(Nc1cccc(S(=O)(=O)N2CCOCC2)c1)c1cccc(S(=O)(=O)N2CCCCC2)c1 | 0 | 1 | 1.1 | 2 | 0.8
7 | Cc1cc(C)cc(C(=O)NCC(=O)NCCc2c[nH]c3ccccc23)c1 | -6 | -2 | 0.1 | 16 | 0.3
8 | COc1cc(C(=O)O)cc(NC(=O)c2ccco2)c1OC | 1 | -3 | 0.6 | 2 | -2.4
9 | Cc1ccnc(SCC(=O)N2CCN(C(c3ccccc3)c3ccccc3)CC2)n1 | -3 | -2 | 0.3 | 3 | -0.2
10 | O=C(NCCc1ccccc1)C1CCCN1S(=O)(=O)c1cccc2nsnc12 (stereo unspecified) | 1 | -2 | 1.9 | -11 | -0.6
11 | CCOC(=O)C[C@H]1c2ccc(C(F)(F)F)cc2S(=O)(=O)N1C1CCCC1 | 1 | -1 | -0.5 | -6 | -0.8
12 | COc1ccc(N=Cc2ccc[nH]2)cc1 | 5 | -12 | 1.4 | 3 | -0.6

item | TbMetRS inhib | SUMO1-SIM PPI | NRP1-CendR mod | Scp-1 inhibitor | STEP inh
4 | -0.5 | 0 | -17 | -4 | 0
5 | 0.3 | 0 | 2 | -7 | 0
6 | -0.3 | 2 | 6 | -3 | -1
7 | -0.5 | 1 | 6 | -1 | -2
8 | 0.0 | 4 | 11 | 3 | 2
9 | 0.3 | 28 | 3 | -11 | -8
10 | 0.5 | -28 | -6 | -2 | 1
11 | -0.4 | 3 | 8 | -8 | 2
12 | -0.2 | 0 | -1 | 10 | -1

Arranged by length of the SMILES (smallest number first): three of the compounds above.
item | molecule | DNMT1 block | bovine MsrA act | MsrA inh | E coli Lon inh | LMPTP inh
3 | CCOc1c(OC)cccc1C1CC(=O)Nc2cc(OC)c(OC)cc21 (stereo unspecified) | 0 | 0 | -0.1 | 10 | -0.8
9 | Cc1ccnc(SCC(=O)N2CCN(C(c3ccccc3)c3ccccc3)CC2)n1 | -3 | -2 | 0.3 | 3 | -0.2
2 | CN(C)c1ccc(P(=O)(OCc2ccccc2)C(O)c2ccc(Br)cc2)cc1 (stereo unspecified) | 7 | -2 | -0.6 | 8 | 1.1

item | TbMetRS inhib | SUMO1-SIM PPI | NRP1-CendR mod | Scp-1 inhibitor | STEP inh
3 | -0.3 | -3 | 2 | -10 | -2
9 | 0.3 | 28 | 3 | -11 | -8
2 | -0.5 | 5 | -18 | -11 | -1

Next part.
item | molecule | DNMT1 block | bovine MsrA act | MsrA inh | E coli Lon inh | LMPTP inh
13 | CCn1c(=O)cc(OCC(=O)NC2CCCCC2)c2ccccc21 | 10 | -14 | 1.2 | 3 | 0.2
14 | Cc1cc(C)n(-c2ccc(N3CCOCC3)nn2)n1 | -1 | -5 | -0.2 | 4 | -2.0
15 | Cc1nnc(NC(=O)CSc2nnc(-c3ccoc3C)n2CC(C)C)s1 | 0 | -1 | 1.2 | -1 | -0.9
16 | O=C1N=C(N2CCN(c3ccccc3)CC2)S/C1=C\c1ccco1 | 1 | -15 | 4.2 | 3 | 3.4
17 | CC1CN(Cc2cc(=O)[nH]c(C3CC3)n2)CC(C)O1 (stereo unspecified) | 3 | 0 | -1.4 | -4 | -1.7
18 | CCC1=C2CC[C@H]3C(=O)NC(=O)[C@H]3[C@H]2[C@@]2(Cc3ccccc3)C(=NCC(=O)OC)OC(=O)N2C1=O | 3 | -1 | 0.0 | 8 | 0.4
19 | CN1CCN(NC(=O)c2cccc(Br)c2)CC1 | -1 | -1 | 0.2 | 1 | -0.7
20 | CCC1=C(OC(=O)N(CC)CC)N2C(=O)OC(=NCC(=O)OC)[C@]2(Cc2ccccc2)[C@H]2C1=CC[C@H]1C(=O)N(CC(=O)OC)C(=O)[C@H]12 | 3 | -2 | 0.3 | -6 | -0.6
21 | CCOC(=O)c1ccc(Nc2cc(C)nc(-c3ccccc3O)n2)cc1 | 4 | -1 | -0.2 | -7 | 1.8
22 | COC(=O)c1cccc(NC(=O)CCCN2C(=O)NC3(CCCC3)C2=O)c1 | 4 | -3 | 0.7 | 3 | -1.3
23 | COCC(=O)N1CCC(Oc2ccc(C(=O)N3CCCCCCC3)cc2)CC1 | 1 | -2 | -0.3 | -5 | -0.6
24 | COC(=O)c1ccccc1NC(=O)N1CCN(Cc2ccco2)CC1 | 1 | -3 | -0.8 | -11 | -2.0
25 | CC(=O)Nc1ccc(NC(=O)Cn2c(-c3ccc(F)cc3)cnc2SCC(=O)Nc2c(C)cccc2C)cc1 | 18 | -5 | -1.1 | -10 | -0.9

item | TbMetRS inhib | SUMO1-SIM PPI | NRP1-CendR mod | Scp-1 inhibitor | STEP inh
13 | -1.3 | 4 | 2 | 7 | -4
14 | -0.8 | 0 | 0 | -7 | -5
15 | 0.1 | -4 | 8 | -4 | -3
16 | -1.8 | -10 | 5 | 3 | -1
17 | -0.5 | 0 | -1 | -7 | -2
18 | -0.4 | -1 | 2 | -4 | 0
19 | 0.5 | -1 | -3 | -5 | -1
20 | -0.5 | 1 | 27* | -6 | 0
21 | -0.4 | 31 | 3 | 0 | -2
22 | -0.1 | 1 | 2 | -11 | -1
23 | 0.2 | 4 | 1 | -2 | 4
24 | -0.3 | 0 | 8 | -1 | -2
25 | -1.3 | -1 | -18 | -2 | 2
